Bioassay records: PubChem, several laboratories
KCNK3 block: human KCNK3 channel inhibitors, primary screen, CHO cells, FluxOR thallium flux, B-score. Potassium channel subfamily K member 3 (Homo sapiens), O14649. FluxOR fluorescence; active compounds read low. B-score at 10 µM. 340,000 compounds, 0.84% hits. AID 602410, 2012;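 active = B-score under library mean minus 4 SD, starting fluorescence ratio at most library mean plus 5 SD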;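 note: more negative B-score means stronger inhibition of thallium flux through KCNK3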
Target sequence (O14649 whole entry, looked up): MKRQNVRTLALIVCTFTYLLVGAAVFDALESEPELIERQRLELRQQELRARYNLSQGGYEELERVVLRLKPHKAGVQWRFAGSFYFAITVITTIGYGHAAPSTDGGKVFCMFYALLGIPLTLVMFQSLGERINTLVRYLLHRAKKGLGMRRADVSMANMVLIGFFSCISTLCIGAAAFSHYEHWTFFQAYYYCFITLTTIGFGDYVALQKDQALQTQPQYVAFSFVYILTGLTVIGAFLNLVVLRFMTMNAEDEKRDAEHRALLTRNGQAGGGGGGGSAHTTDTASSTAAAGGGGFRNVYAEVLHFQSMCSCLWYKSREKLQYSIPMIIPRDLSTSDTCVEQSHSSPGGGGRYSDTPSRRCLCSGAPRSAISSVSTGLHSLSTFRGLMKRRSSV
TMEM16A act: TMEM16A chloride channel activators or potentiators, primary screen, cell-based, HTS; HEK293 TMEM16A/YFP-H148Q/I152L, iodide quench fluorescence; active compounds read low; Anoctamin-1 (Mus musculus), Q8BHY3; 340,000 compounds, 0.3% hits; B-score at 10 µM; AID 623877, 2012;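 active = fluorescence-ratio B-score plate-corrected deviation score at least 3 library SD below zero, with starting fluorescence score within 5 deviations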;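 note: channel opened by trigger with iodide after compound preincubation; score built on the fluorescence ratio of max minus min over baseline; more negative score means more quench and so TMEM16A activation or potentiation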
HDAC3 inhib: HDAC3 deacetylase inhibitors, primary screen, biochemical, fluorescence, cell-free homogeneous. inhibition, % at 8.3 µM. AID 2718, 2010. recombinant HDAC3, fluorogenic peptide/trypsin coupled. 320,000 compounds, 0.15% hits; in the data active = inhibition above about 26%, passing the limit was not always enough; inconclusive = no clear call, values can overlap the other calls
Target sequence (O15379 whole entry, looked up): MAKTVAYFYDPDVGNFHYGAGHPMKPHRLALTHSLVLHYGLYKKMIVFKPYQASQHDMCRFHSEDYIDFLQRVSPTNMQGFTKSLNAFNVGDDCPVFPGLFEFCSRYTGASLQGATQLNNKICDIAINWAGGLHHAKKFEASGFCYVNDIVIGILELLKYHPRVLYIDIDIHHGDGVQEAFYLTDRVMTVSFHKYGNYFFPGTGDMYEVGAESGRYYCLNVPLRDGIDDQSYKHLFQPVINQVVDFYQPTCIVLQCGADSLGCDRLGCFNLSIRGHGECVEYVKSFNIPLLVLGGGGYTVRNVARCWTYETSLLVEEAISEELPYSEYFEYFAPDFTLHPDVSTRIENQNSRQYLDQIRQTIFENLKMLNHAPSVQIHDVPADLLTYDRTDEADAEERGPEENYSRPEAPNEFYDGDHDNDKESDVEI
DYRK1A inh: rat Dyrk1A kinase inhibitors, primary screen, biochemical, single point, plate reader; 310,000 compounds, 0.43% hits; Dual specificity tyrosine-phosphorylation-regulated kinase 1A (Rattus norvegicus), Q63470; inhibition, % at 12.5 µM; ADP-Glo luminescence, NFATc1 peptide; AID 504441, 2011; in the data active = inhibition above about 50%;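 note: plate controls were vehicle with enzyme for no effect and no enzyme for full effect; many of its hits are not listed in these tables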
* marks the source's active call; other numbers are inactive results; i = inactive; ? = inconclusive. These rows are one share of the data; the hit share may differ from the screen's.

SMILES	KCNK3 block	TMEM16A act	HDAC3 inhib	DYRK1A inh
COc1ccc(CC(=O)N(C)CC(=O)Nc2c(C)cccc2C)cc1S(=O)(=O)N1CCOCC1	i	i	-1	4
Cc1cc(C(=O)COC(=O)C23CC4CC(CC(O)(C4)C2)C3)c(C)n1C	i	i	1	-5
Cc1ccc(C(=O)OCC(=O)NC(C)c2ccccc2)s1 (stereo not given)	i	i	-2	3
CC(Sc1nnc(Cc2ccccc2)o1)C(=O)Nc1ccccc1[N+](=O)[O-] (stereo not given)	i	i	1	2
COc1cc(-c2noc(C)c2C(=O)NCCCN2CCCC2=O)cc(OC)c1OC	i	i	7	10
Cn1cccc1C(=O)OCC(=O)Nc1sccc1C#N	i	i	-3	-1
CCCn1c(SC(C)C(=O)NC2CC2)nnc1-c1ccncc1 (stereo not given)	i	i	-3	0
CC(C(=O)NC1(C#N)CCCCC1)N(C)CC(=O)Nc1ccc(Cl)c(Cl)c1 (stereo not given)	i	i	9	5
O=C(Cn1cnc2ccccc2c1=O)NNC(=O)c1cccc([N+](=O)[O-])c1	i	i	1	-6
COc1ccc(NC(=O)c2ccccc2NC(=O)CN2CCCCCC2)cc1	i	i	-4	-2
O=C(COC(=O)c1ccc([N+](=O)[O-])s1)Nc1ccc(F)cc1	i	i	7	2
O=C(NN1C(=O)NC2(CCCCC2)C1=O)c1cc(F)cc(F)c1	i	i	3	-2
CC(Oc1ccc(Cl)cc1C(N)=O)C(=O)N1CCc2ccccc21 (stereo not given)	i	i	-2	-2
C[C@H](CO)N1C[C@H](C)[C@@H](CN(C)S(=O)(=O)c2cccs2)Oc2ccc(NC(=O)CCC(F)(F)F)cc2C1=O	i	i	3	3
NC(=O)C1CCN(c2nc3ccccc3nc2NS(=O)(=O)c2ccc(Br)cc2)CC1	i	i	-2	1
CC(=O)c1c(C)[nH]c(C(=O)OCC(=O)NNC(=O)c2ccc([N+](=O)[O-])cc2)c1C	i	i	-4	5
Cc1cc(OCC(=O)Nc2cccc(S(=O)(=O)N3CCCCC3)c2)ccc1Cl	i	i	2	0
Cc1ccc(NC(=O)CSc2nnc(Cc3csc(C)n3)o2)cc1	i	i	1	2
CCc1sc(C(=O)Nc2ccc3c(c2)OCO3)cc1C	i	i	-4	3
COc1ccc([C@H]2CC(=O)C=C(c3ccc(OC)c(OC)c3)C2)cc1	i	i	-9	-2
CC(C)CN(C(=O)CSc1nnc(C2CC2)n1-c1ccccc1)C1CCS(=O)(=O)C1 (stereo not given)	i	i	-4	2
CC(=O)Nc1ccc(S(=O)(=O)NC(C)c2ccncc2)cc1 (stereo not given)	i	i	-4	-5
Cc1noc(C)c1NC(=O)N(C)C[C@H]1Oc2c(NC(=O)Nc3ccccc3)cccc2C(=O)N([C@H](C)CO)C[C@@H]1C	i	i	-1	8
O=C(COC(=O)c1ccco1)NCCc1ccc(Cl)cc1	i	i	0	-4
O=C(NNC(=O)c1ccc(-c2ccc([N+](=O)[O-])cc2)o1)c1ccncc1	i	i	7	3
N#Cc1ccc(OCC(=O)N2CCN(c3ccc(C(F)(F)F)cn3)CC2)cc1	i	i	3	5
O=C(CCN1CCOCC1)c1ccc(N2CCCCC2)cc1	i	i	1	42
c1cc(SC2CCCCC2)cc(-c2nc3cnccn3c2NC2CCCCC2)c1	i	i	7	-3
CCN(CC)S(=O)(=O)c1cc(NC(=O)CSc2n[nH]c(N)n2)ccc1C	i	i	7	9
Nn1c(SCC(=O)NCC2CCCO2)nnc1-c1ccco1 (stereo not given)	i	i	0	2

Rewritten with values under each structure: part of the list above.
Order of values: KCNK3 block	TMEM16A act	HDAC3 inhib	DYRK1A inh
- Cn1cccc1C(=O)OCC(=O)Nc1sccc1C#N
  i	i	-3	-1
- CCCn1c(SC(C)C(=O)NC2CC2)nnc1-c1ccncc1 (stereo not given)
  i	i	-3	0
- CC(C(=O)NC1(C#N)CCCCC1)N(C)CC(=O)Nc1ccc(Cl)c(Cl)c1 (stereo not given)
  i	i	9	5
- O=C(Cn1cnc2ccccc2c1=O)NNC(=O)c1cccc([N+](=O)[O-])c1
  i	i	1	-6
- COc1ccc(NC(=O)c2ccccc2NC(=O)CN2CCCCCC2)cc1
  i	i	-4	-2

(cont.)
SMILES	KCNK3 block	TMEM16A act	HDAC3 inhib	DYRK1A inh
CCOC(=O)[C@@H]1[C@H]2COc3cc(OC)ccc3[C@H]2N2C(=O)N(c3ccc(Cl)cc3)C(=O)[C@]12C	i	i	5	5
O=S(=O)(c1ccc2c(c1)CCCN2)N1CCCCC1	i	i	-3	-3
CN(Cc1cccc(F)c1)C(=O)c1ccc(S(=O)(=O)N2CCCCCC2)cc1	i	i	-4	-2
CCN(c1ccccc1)S(=O)(=O)c1ccc(OC)c(NC(=O)c2cc(F)c(F)c(F)c2F)c1	i	i	-1	-8
Cc1cccc(CNc2ccc(S(=O)(=O)N3CCCCC3)cc2)c1	-9.9*	i	8	-3
CCN(c1ccccc1)S(=O)(=O)c1ccc(Cl)c(NC(=O)CN2CCN(C)CC2)c1	i	i	1	3
O=C1Cc2cc(S(=O)(=O)Nc3cccc(F)c3)ccc2N1	i	i	-2	7
O=C(NCCOc1ccccc1Cl)c1ccc2c(c1)S(=O)(=O)c1cc(Cl)ccc1C2=O	i	i	-1	-5
O=C(CN1CCN(S(=O)(=O)c2ccc(Cl)c(Cl)c2)CC1)N1CCCCC1	i	i	2	1
Cc1noc(C)c1S(=O)(=O)Nc1ccc2c(c1)C(=O)N([C@H](C)CO)C[C@H](C)[C@@H](CN(C)C(=O)NC1CCCCC1)O2	i	i	2	2
COc1ccc(S(=O)(=O)N2CCCCCC2)cc1NC(=O)CN1C(=O)CNC1=O	i	i	-2	4
COc1cccc(CNC(=O)COC(=O)/C=C/c2ccc(SC)cc2)c1	i	i	-1	8
O=C(c1cccc([N+](=O)[O-])c1)N1CCN(S(=O)(=O)/C=C/c2ccccc2)CC1	i	i	0	-6
COc1ccc(NC(=O)COC(=O)CC2CCCC2)cc1	i	i	6	-1
CCOC(=O)C1CCN(CC(=O)Nc2ccc(OC)c(S(=O)(=O)N3CCCCC3)c2)CC1	i	i	4	-2
Cc1cc(C(=O)COC(=O)c2ccc(F)cc2F)c(C)n1C1CC1	i	i	4	-4
CC(C)(C)[C@H]1COC(=O)[C@@H](Cc2ccc(F)cc2)C/C=C\C[C@@H](CC(=O)N[C@@H](CO)Cc2ccccc2)C(=O)N1	i	i	2	-1
CCOC(=O)c1cccc(OC(=O)CCNC(=O)c2ccc(Cl)cc2)c1	i	i	3	14
Cc1nn(CC(=O)N(C)c2c(N)n(Cc3ccccc3)c(=O)[nH]c2=O)c(C)c1[N+](=O)[O-]	i	i	-1	0
O=C(COC(=O)c1ccc([N+](=O)[O-])o1)NC1CCCCC1	i	i	1	-2
O=C(COC(=O)c1ccc([N+](=O)[O-])o1)Nc1ncc(Cl)cc1Cl	i	i	1	0
CCC(C)Sc1ccc([C@H]2N[C@@](C)(C(=O)OC)[C@H]3C(=O)N(CC)C(=O)[C@@H]23)cc1OC (stereo not given in full)	i	i	-6	2
CCN(C(=O)COC(=O)COc1ccccc1Cl)c1c(N)n(Cc2ccccc2)c(=O)[nH]c1=O	i	i	-3	7
NS(=O)(=O)c1cccc(NC(=O)COC(=O)CN2C(=O)c3ccccc3C2=O)c1	i	i	-3	-7
CC(Sc1nnc(-c2ccco2)o1)C(=O)Nc1ccc(OC(F)F)cc1 (stereo not given)	i	i	6	0
O=C(NCC(c1ccco1)N1CCCC1)c1cccc(S(=O)(=O)N2CCOCC2)c1 (stereo not given)	i	i	?	-6
CC(=O)c1ccc(-c2ccc(C(=O)NCC(c3ccco3)N(C)C)o2)cc1 (stereo not given)	i	i	-53	20
O=C(NCC(=O)N1CC=C(c2ccccc2)CC1)c1ccc(OC(F)F)cc1	i	i	-1	-1
O=C(COC(=O)c1cc(S(=O)(=O)N2CCOCC2)ccc1Cl)NCCc1ccccc1	i	i	-7	7
COc1ccc(CCNC(=O)COC(=O)c2ccc(C)s2)cc1OC	i	i	4	-6
COc1ccccc1NC(=O)COC(=O)CNC(=O)C1CCCCC1	i	i	2	1
O=C(CNS(=O)(=O)c1cccc(F)c1)OCC(=O)N1CCCC1=O	i	i	-1	10
Cn1nc(C(=O)NNC(=O)C(CCC(N)=O)NS(=O)(=O)c2ccc(Cl)cc2)c2ccccc2c1=O (stereo not given)	i	i	-3	-2
CC(NC(=O)c1ccco1)C(=O)N1CCN(S(=O)(=O)c2ccccc2C#N)CC1 (stereo not given)	i	i	0	8
COc1ccc(C(N)=O)c(OCC(=O)Nc2cc(C)on2)c1	i	i	-3	-3
Cc1cc(C)n(CC(=O)NNC(=O)COc2ccc(F)cc2Br)n1	i	i	-1	8
COc1cc(OC)cc(C(=O)NNC(=O)c2ccc3c(c2)OCCO3)c1	i	i	3	-4
O=C(COC(=O)c1ccc[nH]c1=O)NC1CC1	i	i	-1	6
O=C(OCc1c(-c2ccccc2)ncc2ccccc12)c1cccs1	i	i	1	16
CCOC(=O)[C@H]1[C@H]2COc3ccc(Br)cc3[C@@H]2N2C(=O)CN(Cc3ccco3)C(=O)[C@@]12C	i	i	1	2
COc1ccc(C(=O)NCN2CCN(c3ccccc3)CC2)cc1OC	i	i	6	-5
CCOC(=O)[C@@H]1[C@H]2COc3ccc(Br)cc3[C@H]2N2C(=O)N(c3ccc(C(F)(F)F)cc3)C(=O)[C@]12C	i	i	-1	-4
NS(=O)(=O)c1cccc(NC(=O)CCN2C(=O)C3CCCCC3C2=O)c1 (stereo not given)	i	i	-1	8
Cc1cc(C(=O)Nc2ccccc2N2CCOCC2)no1	i	i	3	2
Cc1ccc(C2(C)NC(=O)N(CC(=O)NNC(=O)c3ccccc3F)C2=O)cc1 (stereo not given)	i	i	0	7

Record cards, from the list above. Values in the order: KCNK3 block, TMEM16A act, HDAC3 inhib, DYRK1A inh
Profile of O=C(OCc1c(-c2ccccc2)ncc2ccccc12)c1cccs1 → i, i, 1, 16
Profile of COc1ccc(C(N)=O)c(OCC(=O)Nc2cc(C)on2)c1 → i, i, -3, -3

Later entries.
SMILES	KCNK3 block	TMEM16A act	HDAC3 inhib	DYRK1A inh
COc1cccc(-c2sc3ccc(OC)cc3c2-c2ccc(C(N)=O)cc2)c1	i	i	-3	-2
O=C(COC(=O)C(Cc1ccccc1)NC(=O)c1cccs1)NCc1ccccc1 (stereo not given)	i	i	1	7
CN(C(=O)c1cccc(NC(=O)Cc2cccc([N+](=O)[O-])c2)c1)C1CCCC1	i	i	4	4
CN(Cc1ccccc1)C(=O)c1[nH]cnc1C(=O)Nc1ccon1	i	i	-3	-4
O=S(=O)(c1ccc(=S)[nH]c1)N1CCOCC1	i	i	4	-4
CN(C(=O)c1cccc(NC(=O)Cc2cccc([N+](=O)[O-])c2)c1)C1CCCCC1	i	i	0	4
N#Cc1ccccc1S(=O)(=O)N1CCN(C(=O)C2CC(=O)N(c3ccc4c(c3)OCCO4)C2)CC1 (stereo not given)	i	i	-1	9
N#CCC(=O)Nc1ccc(C(=O)OCC(=O)NC(=O)Nc2ccc3c(c2)OCCO3)cc1	i	i	1	-1
C[C@H](CO)N1C[C@H](C)[C@@H](CN(C)C(=O)Nc2ccccc2)Oc2c(NS(=O)(=O)c3cccs3)cccc2C1=O	i	i	4	3
Cc1cc(C)n2nc(SCC(=O)N3CCN(c4ccccc4)CC3)nc2n1	i	i	2	-6
CCOC(=O)C1=CC[C@@H](c2ccccc2Cl)N(S(=O)(=O)c2ccc(C)cc2)[C@H]1C(=O)OCC	i	i	9	5
CC1(C)CCc2cc(S(=O)(=O)N3CCN(S(=O)(=O)c4c(F)cccc4F)CC3)ccc2O1	i	i	-9	2
O=C(O)c1ccc(CNCc2cc(Cl)ccc2O)cc1	i	i	2	0
CC(C)C(NC(=O)c1ccc(F)cc1)C(=O)NC1(C)CCS(=O)(=O)C1 (stereo not given)	i	i	-2	-1
C[C@H](NC(=O)c1ncn(C)c1C(=O)N[C@@H](C)c1ccccc1)c1ccccc1	i	i	-1	6
O=C(NCCc1ccc(F)cc1)c1ccc2nccnc2c1	i	i	1	0
O=C(C[C@@H]1C/C=C\C[C@@H](Cc2ccc(F)cc2)C(=O)OC[C@@H](Cc2c[nH]c3ccccc23)NC1=O)NCCO	i	i	3	0
CCc1ccc(NC(=O)C(C)OC(=O)/C=C/c2ccc(O)c(OC)c2)cc1 (stereo not given)	i	i	3	-2
CCN1C(=O)[C@@H]2[C@@H](c3ccc(-c4ccc(Cl)c(Cl)c4)cc3)N3CCC[C@@]3(C(=O)OC)[C@@H]2C1=O	i	i	10	3
